MOR-DOR ag: agonists of OPRM1-OPRD1 heterodimerization, primary screen, cell-based, luminescence | activation, % at 9.3 µM | AID 504326, 2011 | cells | 340,000 tested, 0.3% active | Mu-type opioid receptor (Homo sapiens) + Delta-type opioid receptor (Homo sapiens), …; in the data active = activation above about 18%;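 note: 0% = vehicle-treated cells and 100% = reference agonist; values of inactives mirror those of a sister screen read the other way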
AddAB inh: growth inhibition of E. coli expressing H. pylori AddAB, primary screen, AddAB inhibitor project, absorbance | AID 435030, 2010 | 330,000 tested, 0.29% active | inhibition, % at 11.9 µM; in the data active = inhibition above about 12%;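 note: 0% = vehicle wells of infected cells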
Tat transport: E. coli Tat export inhibitors, primary screen, MC4100, TorA-mCherry reporter, fluorescence, single point; inhibition, % at 10 µM; 340,000 tested, 0.036% active;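 active = mean replicate inhibition at least 50% and at least half of replicates individually reaching 50%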;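 note: exported cargo escapes ClpAP degradation while cytoplasmic cargo is degraded and loses fluorescence; 0% = median of neutral control wells and 100% = median of NaSCN control wells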
E coli growth: E. coli V3065 growth inhibition, primary screen, counter-screen for AddAB inhibitor project, absorbance, OD600. inhibition, % at 11.9 µM. 330,000 tested, 0.27% active. 18 h;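 active = inhibition above the campaign's mean inhibition across all tested compounds plus 3 SD, cut at about 9.9% in these data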;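 note: uninfected addAB+ strain grown without phage in ampicillin broth; 0% = DMSO wells and 100% = ciprofloxacin 0.95 µg/ml wells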
PKA-R2B act: activators of PKA-R2B holoenzyme, primary screen, biochemical, fluorescence polarization, Cy5-IP20, human; cAMP-dependent protein kinase catalytic subunit beta (Homo sapiens) + cAMP-dependent …; PKA-R2B holoenzyme dissociation; R2B truncated from residue 108, S112A mutant; 0% DMSO only, 100% 113 µM cGMP; activation, % at 11.4 µM; 340,000 tested, 0.079% active; AID 504700, 2011;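 active = activation above a cutoff set at the mean over all compounds plus 3 SD, cut at about 18% in these data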;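 note: higher means more holoenzyme dissociation and a rise in polarization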
Target sequence (P31323 whole entry, looked up, other chains not shown, the tested form may be a part): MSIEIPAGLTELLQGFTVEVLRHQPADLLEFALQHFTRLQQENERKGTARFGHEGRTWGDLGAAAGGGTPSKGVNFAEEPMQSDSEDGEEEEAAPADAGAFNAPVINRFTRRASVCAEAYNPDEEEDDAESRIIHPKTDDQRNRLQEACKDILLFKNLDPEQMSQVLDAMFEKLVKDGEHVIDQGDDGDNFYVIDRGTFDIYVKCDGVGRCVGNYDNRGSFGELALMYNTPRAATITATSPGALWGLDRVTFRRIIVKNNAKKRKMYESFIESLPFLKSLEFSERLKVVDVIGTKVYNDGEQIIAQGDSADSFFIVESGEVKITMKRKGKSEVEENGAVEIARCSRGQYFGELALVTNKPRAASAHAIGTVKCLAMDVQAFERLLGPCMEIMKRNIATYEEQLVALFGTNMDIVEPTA
PfHsp90 set2: growth inhibition of PfHsp90-expressing yeast, primary screen, antimalarial PfHsp90 inhibitor project, S. cerevisiae, BacTiter-Glo luminescence, single point, set 2 | BacTiter-Glo ATP, 48 h; yeast lacking PDR1 and PDR3 efflux regulators | inhibition, % at 9.4 µM | 310,000 tested, 0.32% active | AID 504621, 2011;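 active = every replicate shows inhibition above about 80%, whatever the replicate mean, limit read from the data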;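 note: 0% = DMSO neutral controls and 100% = 20 µM radicicol positive controls; yeast relying on Plasmodium falciparum Hsp90 in place of its own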
Mot1-301 SUMO: yeast Mot1-301 growth rescue at high temperature, primary screen, SUMOylation pathway inhibitor project, S. cerevisiae, ATP luminescence, 38.5C. S. cerevisiae Mot1-301 growth rescue; percent above DMSO median, 100 means doubled. growth rescue, % at 18.8 µM. 320,000 tested, 1% active;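 active = every valid replicate shows activation above 250% relative to neutral control wells; inactive = the rest, any valid replicate at or below 250%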;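 note: OY570 slx delta 5 strain wells were the positive control but not used for scaling; some compounds called inactive have numbers as strong as hits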
MOR-DOR inv ag: inverse agonists of MOR-DOR heterodimerization, primary screen, cell-based, luminescence; Mu-type opioid receptor (Homo sapiens) + Delta-type opioid receptor (Homo sapiens), …; cell-based MOR-DOR heterodimer luminescence, inverse agonism; 340,000 tested, 0.21% active; inhibition, % at 9.3 µM; in the data active = inhibition above about 22%, passing the limit was not always enough;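 note: 0% = cells with DMSO and 100% = wells without cells with DMSO; values of inactives mirror those of a sister screen read the other way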
phage Ecoli inh: growth loss of phage-infected E. coli, primary screen, RecBCD inhibitor project, absorbance, with phage, HTS. inhibition, % at 11.9 µM. 360,000 tested, 0.26% active; in the data active = inhibition above about 11%
PKA-R1A activ: activators of PKA-R1A holoenzyme, primary screen, biochemical, fluorescence polarization, Cy5-IP20, bovine R1A, mouse PKAc. PKA-R1A dissociation; scaled: DMSO 0%, 113 µM cGMP 100%. activation, % at 11.4 µM. cAMP-dependent protein kinase type I-alpha regulatory subunit (Bos taurus) + …. 340,000 tested, 0.083% active. AID 504707, 2011;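 active = percent activation above the mean of all tested compounds plus 3 SD, cut at about 19% in these data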;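 note: higher means more PKAc released from R1A so a rise in polarization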
HTR5A inv ag: HTR5A inverse agonists in luminescence cell assay, primary screen, counter-screen for OPRM1-OPRD1 heterodimer inverse agonist project, full-deck HTS | 340,000 tested, 0.083% active | inhibition, % at 9.3 µM | HTR5A cell line, inverse agonism; in the data active = inhibition mostly above about 23%, no sharp cut-off; inactive = mostly below about 18%;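 note: 0% = cells with DMSO and 100% = no-cell wells with DMSO; some compounds called inactive have numbers as strong as hits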
Target sequence (P47898 whole entry, looked up): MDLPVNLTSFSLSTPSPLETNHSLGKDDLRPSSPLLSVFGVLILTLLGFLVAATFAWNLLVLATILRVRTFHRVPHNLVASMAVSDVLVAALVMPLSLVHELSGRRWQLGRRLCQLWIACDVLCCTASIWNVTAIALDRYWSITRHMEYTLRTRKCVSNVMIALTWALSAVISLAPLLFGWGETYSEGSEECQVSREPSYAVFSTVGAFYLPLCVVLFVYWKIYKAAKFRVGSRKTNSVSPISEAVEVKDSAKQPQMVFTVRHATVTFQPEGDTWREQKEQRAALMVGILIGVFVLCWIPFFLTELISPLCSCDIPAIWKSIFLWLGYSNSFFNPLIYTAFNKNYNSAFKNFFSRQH
Numbers without * were called inactive; · = no result given.

Fields: MOR-DOR ag, AddAB inh, Tat transport, E coli growth, PKA-R2B act, PfHsp90 set2, Mot1-301 SUMO, MOR-DOR inv ag, phage Ecoli inh, PKA-R1A activ, HTR5A inv ag
1	COc1ccc(N=Nc2[nH]c3ccc(C)cc3c2O)cc1
 : 1.7, 0.7, 1, -0.9, 10, 10, -6, -9, 4.0, -7, -6
2	COc1ccc(NC(=O)/C(C#N)=C/C=C/c2ccco2)cc1
 : 1.1, 3.5, -5, 1.8, -5, -3, 5, -6, 4.5, 0, -1
3	O=C(O)c1ccc(CNCc2cc(Cl)ccc2O)cc1
 : -2.9, -1.2, -2, 1.0, -6, 5, -5, 17, 2.9, 3, 0
4	C=CCSc1nnc(NC(=O)COc2ccc3ccccc3c2)s1
 : -2.1, 1.5, 3, -2.6, 2, -7, 224, 12, 1.1, -1, -15
5	CCOC(=O)N1CCC(NC(=O)C(NS(=O)(=O)c2ccc3c(c2)CCN3C(=O)CC)C(C)C)CC1 (stereo unspecified)
 : -1.2, 2.2, -7, -0.5, 6, -17, -1, 7, 2.6, 1, -32
6	O=C(O)CC1S/C(=N/N=C/C2CC=CCC2)NC1=O (stereo unspecified)
 : -2.5, 2.0, 1, -1.2, -4, -14, 368, 13, 4.7, -9, -4
7	CC(C)(C)C1=Nn2c(nnc2-c2ccco2)SC1
 : -2.7, 1.9, 1, -11, 3, -10, -9, 17, -0.5, -8, 22
8	CC/C(=C\C(=O)c1cccnc1)Nc1ccc(C)c(C)c1
 : -2.5, 1.2, -2, 2.2, 3, 7, 8, 14, 2.4, -20, 16
9	O=C1NC(=O)c2cc(NC(=O)C3COc4ccccc4O3)ccc21 (stereo unspecified)
 : 1.1, -0.2, 7, 0.2, 4, 15, -3, -6, 2.4, 12, 0
10	COc1ccc(S(=O)(=O)N2CCCCCC2)cc1C(=O)N(C)CC(=O)Nc1ccccc1Cl
 : -1.9, 3.1, -7, 1.1, -12, -6, 19, 10, 2.4, 4, 17
11	CC(Sc1ccccc1)C(=O)Nc1ccccc1C(=O)N1CCOCC1 (stereo unspecified)
 : -2.1, -3.4, 8, -0.7, 5, 22, -13, 11, 3.3, 8, 19
12	CCCCn1c(N)c(N(CC(C)C)C(=O)c2cc(-c3ccc(OC)c(OC)c3)nc3ccccc23)c(=O)[nH]c1=O
 : 3.1, -0.8, -4, 0.9, 5, ·, -11, -20, 0.4, 7, 13
13	CC(C(=O)OCC(=O)c1ccc(Br)cc1)N1C(=O)C2C3CCC(C3)C2C1=O (stereo unspecified)
 : -1.5, 6.2, 5, 2.6, -18, 10, 136, 9, 0.9, -7, -32
14	COc1ccccc1NC1=NC2(CCCC2)N=C(N)N1
 : -1.8, 1.9, -2, -1.9, 3, -49, 3, 7, 1.5, 3, 14
15	N#Cc1nc(-c2ccco2)oc1N1CCN(c2cccc(Cl)c2)CC1
 : 2.7, 1.5, -1, -0.4, -1, -17, -7, -15, -0.1, -5, -25
16	Cc1ccccc1NC(=S)/C(=C(\[O-])c1ccc(C)c([N+](=O)[O-])c1)[n+]1ccccc1
 : -1.7, 3.2, 2, 0.5, -7, 27, -4, 9, 5.5, -1, -3
17	Clc1ccc(N2CCN(c3ncnc4c3oc3ccccc34)CC2)cc1
 : -1.1, 2.1, -3, 0.4, 0, 6, 13, 6, 0.6, 7, -5
18	CC(=O)NS(=O)(=O)c1ccc(NC(=S)NC(=O)c2ccco2)cc1
 : -4.8, 4.0, 9, 0.5, 2, 7, -8, 25, 3.8, 7, 14
19	CCCc1cc(C(=O)NCc2cccs2)no1
 : -1.1, 0.2, 0, 0.9, -2, -2, 18, 7, 2.7, -6, -15
20	Cn1c(SCC(=O)N2CCOCC2)nnc1-c1cccc(NC(=O)c2ccccc2F)c1
 : -1.9, -1.1, 5, -0.9, 0, 20, -11, 10, 1.5, -8, 6
21	Cc1ccccc1C(c1ccccc1Cl)N(C)C (stereo unspecified)
 : -0.7, ·, 10, ·, -2, 1, ·, 4, -0.3, 9, -5
22	COc1cccc(-c2cccc(NC(=O)C3CCN(Cc4ccon4)CC3)c2)c1
 : -3.7, 2.2, -2, -0.9, -4, 8, 15, 19, 2.3, -7, -18
23	C#CCOCCOCCOCCNc1nc(N2CCN(C(=O)[C@H]([C@@H](C)O)n3cc(CCCCN)nn3)CC2)nc(N2CCN(C(=O)[C@H](CCCCN)n3cc(CC(C)O)nn3)CC2)n1 (stereo partly specified)
 : -2.4, 2.2, -1, -0.8, -4, 5, 9, 13, 0.6, -10, -8
24	Cc1cnc(C(=O)Nc2ccccc2-c2ccc(C)o2)cn1
 : -2.6, 0.5, 4, -2.8, -10, 18, -1, 15, 1.8, 9, 8
25	CC(=O)Oc1ccc(C(=O)Nc2ccc(S(=O)(=O)N3CCOCC3)cc2)cc1
 : -2.0, 2.8, 9, -1.0, -2, -10, -5, 10, 2.5, -5, -14
26	CCOc1ccc(NS(=O)(=O)c2cc(C(=O)N(CC)CC(=O)NCc3cccs3)ccc2C)cc1
 : -1.1, 0.2, -6, 1.3, -8, 5, 0, 7, 2.4, -3, -5
27	Cc1ccc(/C=N/n2c(COc3ccccc3)n[nH]c2=S)cc1
 : 4.2, 0.0, 2, -3.2, -4, -24, 101, -20, 2.0, 3, -2
28	O=C(NNC(=S)Nc1ccccc1)c1ccco1
 : -2.9, 1.4, 1, 2.3, -4, -38, -13, 15, 1.6, -6, -5
29	CC(C)[C@H](NC(N)=O)C(=O)NCCc1ccc(Cl)cc1
 : 0.1, 3.6, -2, -0.4, 0, 17, -5, 0, 4.2, -7, 3
30	CCCCn1c(N)c(N(CC(C)C)C(=O)c2cccc(S(=O)(=O)N3CCN(C(C)=O)CC3)c2)c(=O)[nH]c1=O
 : -2.0, 6.3, 1, 0.6, -2, 1, -9, 10, -1.4, -3, -12

Fields: MOR-DOR ag, AddAB inh, Tat transport, E coli growth, PKA-R2B act, PfHsp90 set2, Mot1-301 SUMO, MOR-DOR inv ag, phage Ecoli inh, PKA-R1A activ, HTR5A inv ag
31	CSc1ccccc1NC(=O)c1cnc2n(c1=O)CCS2
 : 2.8, -1.5, -2, -2.1, 3, -31, -7, -17, 1.3, -2, -4
32	CCCCN1C(=O)C2NN=C(C(=O)OCC)C2C1=O (stereo unspecified)
 : -2.5, 2.3, -2, 1.5, 2, 12, -5, 13, -0.3, 12, -4
33	COc1ccc(-c2cnc(SCC(=O)Nc3nc(C(C)(C)C)cs3)n2Cc2ccco2)cc1
 : -1.6, -6.5, -3, -1.2, -11, -12, 50, 9, 1.4, 5, 12
34	Cc1csc(NC(=O)c2cc(-c3ccccc3)nc3ccccc23)n1
 : 7.3, 3.1, 8, -0.1, -8, -36, 1, -40, -0.4, 6, -49
35	O=C(CSc1nnc(-c2ccco2)o1)NC1CC2CCC1C2 (stereo unspecified)
 : -3.2, 2.4, 20, -0.1, -12, 9, 7, 13, 0.5, -3, 16
36	CCc1ccccc1OCC(=O)Nc1cc(S(=O)(=O)N2CCOCC2)ccc1N1CCCCC1
 : 1.4, ·, -7, ·, -5, -10, ·, -9, 1.3, 9, -17
37	C#CCOCCOCCOCCNc1nc(N2CCN(C(=O)[C@H](CCC(=O)O)n3cc(C(N)CC(C)C)nn3)CC2)nc(N2CCN(C(=O)[C@H](CCC(=O)O)n3cc(C(N)[C@H](C)CC)nn3)CC2)n1 (stereo partly specified)
 : -0.8, 4.4, -3, 2.1, -6, -14, 17, 5, ·, 6, 4
38	O=C(COC(=O)c1c(Cl)ccc(Cl)c1Cl)NCC1CCCO1 (stereo unspecified)
 : -3.2, 0.2, -6, -2.2, -11, -2, 15, 12, 2.6, -15, 2
39	COc1ccc(OC)c2[nH]c(=O)c(CCNC(=O)C(=O)c3c(C)[nH]c4ccccc34)cc12
 : 0.5, -0.7, -7, 0.4, -13, 8, 0, -3, 6.3, -13, -6
40	Cc1ccccc1OCC(=O)N/N=C1\SCC(=O)N1Cc1ccccc1
 : -2.3, -0.5, -4, -0.5, 2, -28, -16, 10, 2.7, -8, 27
41	COc1ccc(CCN(C)C(=O)c2cc(-c3ccccc3)nc3ccc(C)cc23)cc1OC
 : -0.4, -1.6, -3, -1.4, 0, 38, -18, 2, 0.6, 10, 19

Bioassay records (PubChem)
